HIV peptide binding: cell-free HIV fusion peptide-binding blockers – biochemical, uHTS, fluorescence dequenching, primary screen (AID 1986); 290,000 tested, 0.3% active; inhibition, % at 20 µM, or IC50 in µM where a hit was titrated; cell-free peptide binding, fluorescence dequenching, 30 min; higher % means a stronger effect; in the data active = inhibition mostly above about 52%, no sharp cut-off; inactive = mostly below about 76%; note: some results filed as inactive read as strong as hits
AID2073: disruptors of CaV2.2 binding to Mint1 – biochemical, HTRF (AID 2073) | 290,000 tested, 0.19% active | one-dose inhibition, % at 20 µM; IC50 in µM for titrated hits | HTRF protein-protein interaction, Mint1-CaV2.2; higher % means a stronger effect; in the data active = inhibition mostly above about 51%, no sharp cut-off; inconclusive = no clear call, values can overlap the other calls; inactive = mostly below about 53%; note: some results filed as inactive read as strong as hits
NS5 inhibitors: flavivirus cap methylation enzyme inhibition – biochemical, confirmation dose response, primary screen (AID 588689); Dengue-2 NS5 methyltransferase capping enzyme assay, biochemical; higher % means a stronger effect; inhibition, % at 25 µM, or IC50 in µM where a hit was titrated; 340,000 tested, 0.3% active; in the data active = a potency from the dose series; inconclusive = inhibition above about 29% without an active follow-up result
NOD2 inhibition: NOD2 signaling inhibitors, cell-based, luminescence, uHTS, HEK293 (AID 1566). inhibition, % at 4 µM; hits with a dose series show EC50 in µM. 290,000 tested, 0.63% active. HEK293 NOD2/NF-kB luciferase reporter, luminescence; higher % means a stronger effect; note: many of its hits are not listed in these tables
West Nile virus CPE: inhibition of WNV-induced cytopathic effect – cell-based, CPE readout (AID 1621). West Nile virus-infected cells, CPE inhibition; higher % means a stronger effect. CPE inhibition, % at 10 µM, or IC50 in µM where a hit was titrated. 290,000 tested, 0.02% active; in the data active = a potency from the dose series; inconclusive = CPE inhibition mostly from about 3.7% at the one dose, without a potency; inactive = the rest, 99 in 100 with CPE inhibition below about 2.2%; note: strong numbers were not always called active
KOR beta-arrestin-1: KOR antagonists, beta-arrestin recruitment, cell-based, luminescence, uHTS (AID 1778); KOR beta-arrestin recruitment, luminescence, antagonist mode; higher % means a stronger effect; one-dose inhibition, % at 10 µM; IC50 in µM for titrated hits; 290,000 tested, 0.091% active; note: strong numbers were not always called active
NOD1 inhibition: NOD1 signaling inhibitors, primary screen, cell-based, luminescence, uHTS (AID 1578); NOD1-driven NF-kB luciferase reporter cells, luminescence; higher % means a stronger effect; inhibition, % at 4 µM; hits with a dose series show EC50 in µM; 290,000 tested, 1% active; in the data active = inhibition mostly above about 36%, no sharp cut-off; inactive = mostly below about 34%;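 note: HEK-293T reporter cells stimulated with the NOD1 agonist gamma-tri-DAP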
KOR beta-arrestin-2: KOR agonists, beta-arrestin recruitment, primary screen, cell-based, luminescence, uHTS (AID 1777). KOR beta-arrestin recruitment, luminescence; higher % means a stronger effect. activation, % at 10 µM, or EC50 in µM where a hit was titrated. 280,000 tested, 0.02% active; in the data active = activation above about 50%, passing the limit was not always enough; note: a part of the inactive calls stands beside numbers as strong as those of hits
Yfh1-off respiration: enhancers of respiration in Yfh1-depleted yeast, dose response, Friedreich's ataxia, plus single-dose screen (AID 1465); one-dose fold induction at 50 µM; EC50 in µM for titrated hits; 220,000 tested, 0.074% active; S. cerevisiae Yfh1-off respiration, WST-1 reduction, 72 h; higher fold induction means a stronger effect;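 active = fold induction of absorbance versus untreated yeast above a set limit, then at least 30% activation at any dose in follow-up; inconclusive = repeats straddling the limit, or above it without dose testing; inactive = fold induction below the set limit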;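 note: activators that raise dye reduction in frataxin-depleted yeast; strong numbers were not always called active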
* hit, by the source's call; i = inactive; ? = inconclusive; . = no result given; [ ] = remark or other dose. Cut-off read from the data, not from the text of the source, unless noted: active = inhibition above about 50%; inactive = the rest.

SMILES	HIV peptide binding	AID2073	NS5 inhibitors	NOD2 inhibition	West Nile virus CPE	KOR beta-arrestin-1	NOD1 inhibition	KOR beta-arrestin-2	Yfh1-off respiration
COc1ccc(/C=C/C2=NNC(=O)CC2)cc1	-0.3%	6%	0%	-30%	-0.4%	-50%	11%	6.2%	i
O=C(CCC(=O)N(CC(=O)NC1CCCCC1)Cc1ccco1)Nc1nccs1	-0.6%	-1%	3%	-9%	-0.2%	9%	-6%	-2.3%	i
CCOC(=O)/C=c1\s/c(=C\c2ccccc2OC)c(=O)n1CC(=O)N1CCOCC1	-0.3%	4%	-1%	10%	0.8%	6%	-17%	-3.3%	i
CCOC(=O)C1CCN(S(=O)(=O)c2ccc(Br)c(OCC)c2)CC1	-0.8%	-6%	.	-2%	0.6%	38%	.	-0.6%	i
CC(=O)Oc1ccccc1-n1c(C)nc(=O)c(-c2ccccc2)c1C	0.9%	13%	.	8%	0.4%	-5%	-10%	3.2%	i
Cc1cc([N+](=O)[O-])nn1CC(=O)N1c2ccccc2CC1C (configuration not stated)	-0.6%	2%	3%	9%	-1.3%	2%	-13%	2.7%	i
O=C(c1cccs1)N(CCN1CCCCC1)CC1CCCN(C2CCCC2)C1 (configuration not stated)	-2.2%	5%	-9%	-26%	-0.5%	-5%	1%	3.5%	.
Cn1c(Cc2cccs2)nnc1SCC(=O)Nc1ccccc1	-0.9%	10%	-4%	2%	-0.5%	13%	-19%	-1.2%	.
CC(=O)Nc1cccc(-c2nc3ccccc3o2)c1	-0.3%	4%	3%	-16%	-1.0%	-52%[20 µM]	-13%	-0.3%	.
CCc1ccc(Nc2nnc(SCn3nnc4ccccc4c3=O)s2)cc1	2.3%	-2%	1%	8%	-0.1%	-11%	-16%	-6.9%	i
O=C(NCC(=O)N(c1cccnc1)C(C(=O)NC1CCCC1)c1ccco1)c1cccs1 (configuration not stated)	-4.3%	-10%	-3%	12%	.	0%	8%	4.1%	.
Cc1cc(N2C(=O)[C@@H]3[C@H](C2=O)[C@@H]2C[C@H]3C(Br)C2Br)no1 (some centres not stated)	2.3%	0%	-8%	14%	-0.4%	-16%	3%	2.8%	i
O=C(OCC(=O)N1CCCC1)c1ccccc1O	-1.6%	-9%	-11%	-11%	0.2%	-12%	-61%	1.6%	.
CCOc1ccc(C(=O)N2CCN(CCc3ccccc3)CC2)cc1OCC	1.7%	7%	-3%	2%	-0.5%	24%[20 µM]	-10%	-0.6%	.
COc1cccc(OCc2cc(C(=O)N(C)CCC3CCCCO3)no2)c1 (configuration not stated)	-0.1%	8%	0%	-5%	-0.8%	-23%	0%	2.6%	.
COc1ccc(C2CC(=O)N(CCCN(C)CCc3ccc(OC)c(OC)c3)C2)cc1 (configuration not stated)	-1.1%	-9%	-13%	-9%	-0.6%	-11%	22%	-5.7%	i
CCn1c(CNC(=O)c2cccc(C)c2)nc2ccccc21	3.6%	5%	-3%	-2%	-0.2%	-3%	-6%	-1.7%	i
O=C(Cc1cccc2ccccc12)N1CCCc2ccccc21	-2.1%	0%	-2%	-17%	-0.2%	-9%	14%	3.2%	i
CCCCCCNC(=O)CC(c1ccccc1)c1cc(Br)ccc1O (configuration not stated)	1.5%	5%	1%	7%	1.9%	13%	25%	16%	i
COc1cc2c(cc1NC(=O)C(C)Sc1ccc(NC(C)=O)cc1)oc1ccccc12 (configuration not stated)	-1.0%	3%	-1%	-10%	2.1%	29%	-38%	1.8%	i
Cc1ccc(NC(=O)CCCc2ccccc2)nc1	-1.0%	9%	-5%	-52%	-0.1%	23%[20 µM]	-51%	-2.5%	i
CCOC(=O)c1cccc(NC(=O)CCc2nnc3ccc(N4CCN(C)CC4)nn23)c1	-1.4%	8%	-8%	24%	0.0%	-22%	-24%	-4.3%	.
Cc1ccc(-n2ncc(C(=O)Nc3ccc(Cl)cc3)c2C2CCNCC2)cc1C	-0.2%	-4%	.	11%	24%	-20%	-31%	-2.1%	i
COc1ccc([N+](=O)[O-])cc1NC(=O)Cc1noc2ccccc12	1.6%	-19%	-16%	-6%	-0.4%	-5%	-8%	-1.1%	i
CCCCCOc1ccc(Cl)cc1CN1CCOCC1	1.3%	0%	-1%	-34%	0.2%	-10%	-23%	-2.5%	i
Next section
SMILES	HIV peptide binding	AID2073	NS5 inhibitors	NOD2 inhibition	West Nile virus CPE	KOR beta-arrestin-1	NOD1 inhibition	KOR beta-arrestin-2	Yfh1-off respiration
O=C(O)c1nn(-c2ccccc2)nc1-c1nn(-c2ccccc2)nc1C(=O)O	17%	-4%	-4%	22%	1.8%	-19%	22%	-1.4%	i
Cn1ncc(C#N)c1/N=C/N(Cc1ccccc1)Cc1ccccc1	0.2%	-5%	-3%	-15%	0.4%	3%	-22%	0.1%	i
COc1cccc(-c2nc(CS(=O)(=O)CC(=O)NCc3ccccc3OC)c(C)o2)c1	1.2%	-5%	0%	4%	0.0%	7%	-7%	-5.4%	i
CCCc1nc(Cl)c(C#N)c2c1CCCC2	-0.6%	3%	-5%	32%	-0.6%	11%	51%	-0.9%	i
CCOC(=O)/C(C#N)=C\c1ccc(O)c(OC)c1	-2.3%	-6%	-14%	2%	1.1%	-32%	-54%	-3.3%	i
O=C(NCc1ccc2c(c1)OCO2)C1CCCN(S(=O)(=O)c2cccc3cccnc23)C1 (configuration not stated)	0.9%	-5%	-4%	-84%	-0.4%	21%	-6%	-4.5%	i
COc1ccc(Oc2nc(-c3ccccc3)ncc2S(=O)(=O)c2ccccc2)cc1	0.9%	10%	-4%	7%	0.2%	11%	8%	-3.5%	i
COc1ccc(C(=O)COC(=O)c2ccc(OC)c(OC)c2)cc1OC	1.5%	2%	-2%	14%	0.0%	33%	-20%	-7.3%	i
COc1ccccc1CN1CC(C(=O)N(C)Cc2ccncc2C)CCC1=O (configuration not stated)	2.2%	26%	1%	6%	-0.1%	7%	-7%	-2.3%	.
O=C(O)/C=C/C(=O)Nc1ccccc1C(=O)Nc1ccccc1	-0.5%	-11%	-13%	-1%	-0.7%	-37%	-19%	3.4%	i
Cn1c(=O)n(C)c2cc(N3CCOCC3)c(NC(=O)c3ccc(F)cc3)cc21	-0.5%	-6%	0%	17%	1.0%	13%	-21%	0.9%	.
COC(=O)N/N=C/c1ccc(Oc2ccccc2)cc1	0.2%	2%	-12%	-31%	0.5%	1%	-35%	0.3%	i
O=C(Nc1ccccc1)/C(=C/c1ccccc1)c1ccccc1	-1.0%	-1%	-9%	8%	-0.5%	26%	5%	0.6%	i
COc1ccc(N2CCn3c2nc2c3c(=O)n(CCCc3ccccc3)c(=O)n2C)cc1	-0.5%	2%	.	-2%	.	.	-28%	.	.
N#Cc1ccc(/C=C/C(=O)c2ccco2)cc1	-3.7%	-2%	-30%	11%	-0.2%	-23%	34%	9.1%	i
NNc1nc(-c2ccccc2)c2cc(Br)ccc2n1	-4.5%	-5%	-1%	-7%	-0.8%	26%	-14%	-1.9%	.
COc1ccccc1CNC1CCN(Cc2ccccc2)CC1	-0.5%	7%	-4%	-13%	0.4%	-2%	-27%	-3.2%	.
CCN(c1cccc(C)c1)S(=O)(=O)c1ccc(-c2ccc(=O)[nH]n2)o1	0.4%	16%	-9%	-10%	1.1%	-23%	32%	6.8%	.
O=C(C[n+]1cc(Br)cc(Br)c1)c1cccc([N+](=O)[O-])c1	3.4%	-7%	3%	17%	-0.5%	-55%[20 µM]	14%	6.1%	i
Cc1ccc(S(=O)(=O)Nc2ccccc2CNc2cccc(C)n2)cc1	-0.4%	2%	0%	7%	-0.9%	14%	-5%	-2.2%	i
O=S(=O)(NCc1cccnc1)c1cc(Cl)ccc1Cl	-2.2%	0%	-5%	5%	-0.1%	6%	-12%	2.1%	i
CCOC(=O)CN=C1CC(C)(C)CC2=C1Sc1ncnc(N(C)C)c1N2	0.6%	24%	12%	16%	0.3%	9%	17%	-3.2%	i
Cc1cc(C)n2nc(C(=O)NC(C)(C)C)nc2n1	-0.7%	10%	-2%	22%	0.1%	-14%	29%	3.7%	i
Cc1ccc(S(=O)(=O)NC(CC(=O)O)c2ccc(F)cc2)cc1 (configuration not stated)	-0.4%	6%	-3%	8%	0.5%	-20%[20 µM]	36%	4.9%	.
O=C(NCCNc1ccccc1[N+](=O)[O-])c1cc(F)c(F)cc1Cl	-0.6%	-1%	.	-33%	-0.5%	16%	-38%	-4.4%	.

Six compounds picked at random from the list so far, as already listed:
SMILES	HIV peptide binding	AID2073	NS5 inhibitors	NOD2 inhibition	West Nile virus CPE	KOR beta-arrestin-1	NOD1 inhibition	KOR beta-arrestin-2	Yfh1-off respiration
Cc1cc(C)n2nc(C(=O)NC(C)(C)C)nc2n1	-0.7%	10%	-2%	22%	0.1%	-14%	29%	3.7%	i
Cn1c(=O)n(C)c2cc(N3CCOCC3)c(NC(=O)c3ccc(F)cc3)cc21	-0.5%	-6%	0%	17%	1.0%	13%	-21%	0.9%	.
Cn1c(Cc2cccs2)nnc1SCC(=O)Nc1ccccc1	-0.9%	10%	-4%	2%	-0.5%	13%	-19%	-1.2%	.
Cc1cc(N2C(=O)[C@@H]3[C@H](C2=O)[C@@H]2C[C@H]3C(Br)C2Br)no1 (some centres not stated)	2.3%	0%	-8%	14%	-0.4%	-16%	3%	2.8%	i
CC(=O)Oc1ccccc1-n1c(C)nc(=O)c(-c2ccccc2)c1C	0.9%	13%	.	8%	0.4%	-5%	-10%	3.2%	i
O=C(C[n+]1cc(Br)cc(Br)c1)c1cccc([N+](=O)[O-])c1	3.4%	-7%	3%	17%	-0.5%	-55%[20 µM]	14%	6.1%	i

Other compounds.
SMILES	HIV peptide binding	AID2073	NS5 inhibitors	NOD2 inhibition	West Nile virus CPE	KOR beta-arrestin-1	NOD1 inhibition	KOR beta-arrestin-2	Yfh1-off respiration
Nn1c(SCC(=O)N2CCCc3ccccc32)nnc1-c1ccc(Cl)cc1	-3.2%	6%	-1%	11%	0.0%	21%	-17%	8.3%	i
CC(/C=C1\SC(=S)N(NC(=O)c2ccccc2C)C1=O)=C\c1ccccc1	12%	15%	2%	-21%	-0.8%	31%	29%	-5.1%	i
COc1ccc(CNC(=O)CCC(=O)Nc2cccnc2)cc1	1.3%	0%	5%	15%	-0.1%	-14%[20 µM]	-12%	-2.7%	.
Cc1cc(CNC(=O)c2cc(COc3c(F)cccc3F)on2)nn1C	0.0%	6%	-1%	15%	-0.7%	-24%	-19%	-3.2%	i
CC(NC(=O)Cc1ccccc1F)c1ccc(F)cc1 (configuration not stated)	-1.7%	-7%	-4%	-10%	-0.1%	-38%	-43%	-0.6%	i
CN(CC(=O)NCc1ccccn1)S(=O)(=O)c1ccc(Cl)cc1	0.0%	-1%	7%	0%	0.5%	15%	8%	-6.8%	i
CC(=O)Nc1ccc(S(=O)(=O)N[C@@H](C)C(=O)OCc2ccc(Cl)cc2)cc1	0.1%	2%	-3%	2%	-0.3%	-17%	-15%	1.5%	i
CC(=O)NC12CC3CC(C1)CC(C(=O)Nc1c(C)n(C)n(-c4ccccc4)c1=O)(C3)C2	-1.5%	12%	2%	14%	0.1%	31%	10%	-6.1%	.
COC(=O)c1sccc1N(C)S(C)(=O)=O	-0.9%	10%	5%	5%	1.4%	-72%[20 µM]	19%	0.9%	i
COc1ccc([N+](=O)[O-])cc1NCc1ccccc1	-0.8%	-4%	-3%	-20%	?	37%	-40%	-4.7%	i

Bioassay records: PubChem, several laboratories

An excerpt; rates above refer to the full screens.
